From PubChem
Xi reactivation = activators of inactive X chromosome reactivation, primary screen, imaging, XiGFP fibroblasts, GFP high-content imaging, set 2 | activation, % at 7.58 µM | XiGFP mouse fibroblasts, % GFP-positive cells imaging, 3 d; cells co-treated with 5-aza-dC sensitizer; scaled so ellipticine positive control = 100% | AID 743238, 2013 | 0.055% of 360,000 active;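 active means mean normalized replicate activation at least 10% and every replicate at or above 10%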;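 further: 0% = median of on-plate neutral control wells and 100% = ellipticine 6 µM median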
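material = 68-5-11 XiGFP fibroblast line | medium = DMEM plus 5-aza-dC sensitizer | schedule = 3 days compound exposure | benchmarks = positive control ellipticine, 6 µM final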
S100A4 MyoIIA = inhibitors of S100A4-myosin IIA peptide binding, primary screen, biochemical, fluorescence polarization, TAMRA-MyoIIA peptide; inhibition, % at 10.7 µM; 0.14% of 360,000 active; AID 652163, 2013; Protein S100-A4 (Homo sapiens), P26447;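 active means mean inhibition of at least 70% across replicates, with every replicate also reaching that level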
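Compound dosing: one dose per compound; test system: human S100A4 monomer with TAMRA-labelled myosin IIA peptide; probe or stimulus: TAMRA-labelled myosin IIA heavy-chain peptide probe, 5 nM; medium: HEPES buffer with Ca2+, pH 7.2; schedule: 5 min incubation before reading; benchmarks: neutral control DMSO, positive control TFP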
ERAP1 HTS inh = human ERAP1 aminopeptidase inhibitors, primary screen, biochemical, single point, plate reader | 0.15% of 340,000 active | inhibition, % at 10.7 µM | AID 652197, 2013 | recombinant ERAP1, Leu-AMC fluorescence, 60 min | Endoplasmic reticulum aminopeptidase 1 (Homo sapiens), Q9NZ08;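 active means mean replicate inhibition of at least 30%, or all replicates individually reaching that 30% level; inactive means mean below 30% and not every replicate reaching it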;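 further: 0% = neutral control wells and 100% = L-leucinethiol positive control wells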
Target sequence (Q9NZ08 whole entry, looked up): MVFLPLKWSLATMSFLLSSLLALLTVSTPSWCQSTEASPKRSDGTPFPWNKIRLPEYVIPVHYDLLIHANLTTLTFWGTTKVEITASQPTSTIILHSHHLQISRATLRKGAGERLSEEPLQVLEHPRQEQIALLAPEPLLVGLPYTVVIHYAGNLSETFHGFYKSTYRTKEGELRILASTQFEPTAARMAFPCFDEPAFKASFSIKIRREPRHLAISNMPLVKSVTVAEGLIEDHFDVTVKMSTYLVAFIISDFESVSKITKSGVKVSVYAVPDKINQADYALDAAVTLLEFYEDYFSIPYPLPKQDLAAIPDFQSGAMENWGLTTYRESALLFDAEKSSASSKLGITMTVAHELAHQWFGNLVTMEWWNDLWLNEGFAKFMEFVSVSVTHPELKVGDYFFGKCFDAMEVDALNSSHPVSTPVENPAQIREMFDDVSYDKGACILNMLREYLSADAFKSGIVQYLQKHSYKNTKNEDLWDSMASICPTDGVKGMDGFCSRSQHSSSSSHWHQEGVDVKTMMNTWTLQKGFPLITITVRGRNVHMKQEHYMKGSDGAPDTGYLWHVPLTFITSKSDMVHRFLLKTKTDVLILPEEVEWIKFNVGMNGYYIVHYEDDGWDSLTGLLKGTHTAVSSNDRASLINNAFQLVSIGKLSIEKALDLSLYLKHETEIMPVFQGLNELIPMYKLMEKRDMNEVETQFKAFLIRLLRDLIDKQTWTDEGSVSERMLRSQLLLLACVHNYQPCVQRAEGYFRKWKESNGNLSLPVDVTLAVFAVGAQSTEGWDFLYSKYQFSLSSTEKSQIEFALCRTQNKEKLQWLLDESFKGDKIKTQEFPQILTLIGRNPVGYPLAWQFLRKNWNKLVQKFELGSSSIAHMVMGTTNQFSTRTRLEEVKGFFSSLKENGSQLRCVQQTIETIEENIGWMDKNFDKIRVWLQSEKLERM
RAD54 branch = inhibitors of human RAD54 branch migration, primary screen, biochemical, fluorescence, single point. 0.14% of 360,000 active. RAD54 Holliday junction branch migration, FAM/BHQ fluorescence. inhibition, % at 10.4 µM. DNA repair and recombination protein RAD54-like (Homo sapiens), Q92698;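 active means mean normalized replicate activity at least 40 and at least half of replicates scoring 40 or more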;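 further: 0% = median of neutral control wells and 100% = median of positive control wells; inhibitors cause a drop in the FAM fluorescence signal; in these data hits start at about 50%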
RAD52 anneal inh = RAD52 DNA annealing inhibitors, primary screen, biochemical, FRET, single point, set 2; DNA repair protein RAD52 homolog (Homo sapiens), P43351; recombinant RAD52 DNA annealing, FRET fluorescence; inhibition, % at 18.7 µM; 0.46% of 360,000 active;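 active means every replicate showing at least 50% inhibition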
ERp5 block = inhibitors of ERp5-driven insulin aggregation, primary screen, biochemical, turbidity, absorbance 650 nm, single point. 0.05% of 350,000 active. inhibition, % at 9.99 µM. AID 651711, 2012. Protein disulfide-isomerase A6 (Homo sapiens), Q15084. 90 min;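 active means mean replicate inhibition above about 25%, with every replicate also reaching it, limit read from the data, passing the limit was not always enough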
esBAF inh = Bmi1 luciferase reporter increase in mESCs, primary screen, esBAF inhibitor project, mouse ES cells, Bmi1 luciferase knock-in, single point | 24 h; 100% = twice the neutral-well signal | reporter increase, % at 12.5 µM | 2% of 350,000 active; in the data active means activation above about 40%;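 further: 0% = median of the plate's neutral control wells and 100% = double that signal; a rise in the Bmi1 reporter signal indicates esBAF inhibition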
E-sel inducer = E-selectin induction in HUVECs, primary screen, imaging, HUVEC, immunofluorescence imaging, single point; activation, % at 7.58 µM; normalized: neutral wells 0, TNF-alpha wells 100; 0.37% of 260,000 active;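 active means mean E-selectin-positive cell signal at least 10% of the positive control, reached in at least 60% of replicates, without over 20% cell loss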;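 further: in these data hits start at about 27%; measured in HUVEC primary endothelial cells; signal is the percent of cells scored E-selectin positive by PE staining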
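assay system = HUVEC, human umbilical vein endothelial cells | input = 3,000 HUVEC seeded per well | medium = EGM-2 growth medium on 0.1% gelatin-coated wells | dosing = one compound dose added by pin transfer | signal = immunofluorescence imaging | read-out basis = % PE-positive cells | control set = TNF-alpha, DMSO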
Starred values were filed as active, the others as inactive; x = not tested or not shown.

Every second line gives: Xi reactivation	S100A4 MyoIIA	ERAP1 HTS inh	RAD54 branch	RAD52 anneal inh	ERp5 block	esBAF inh	E-sel inducer
Cc1ccc(S(=O)(=O)N[C@@H]2C=C[C@H](CC(=O)N3CCN(c4ccccc4)CC3)O[C@@H]2CO)cc1
 : -0.4	-12	0	-7	4	-6	7	-0.4
Cc1cc(C)nc(N(C#N)Cc2cccc(Cl)c2)n1
 : -0.1	1	5	x	-7	-13	x	x
COc1cc(/C=C2/NC(=O)NC2=O)cc(Br)c1OCc1ccccc1
 : 0.1	-38	9	x	-28	1	x	x
C[C@@H]1CN([C@@H](C)CO)S(=O)(=O)c2ccc(Br)cc2O[C@H]1CN(C)S(=O)(=O)c1cccc(F)c1
 : 0.2	14	1	2	8	11	4	-0.6
CCN(CC(=O)Nc1ccc(C(=O)OC)cc1)C1CCCCC1
 : 0.0	1	-3	-1	-5	3	-1	0.0
COc1ccc(S(=O)(=O)N(C)CC(=O)NCc2ccc3c(c2)OCO3)cc1
 : 0.3	-1	-1	0	-24	1	3	x
CCC(=O)NC[C@@H]1[C@H](c2ccc(-c3cccc(F)c3)cc2)[C@@H](CO)N1C(=O)CC
 : 0.0	x	x	-8	x	x	-5	-0.4
O=C(N/N=C/c1cc([N+](=O)[O-])ccc1Cl)c1cnccn1
 : 0.0	0	-4	8	-15	-1	-3	x
COc1ccccc1NC(=O)c1sc2ncn(Cc3cccc4ccccc34)c(=O)c2c1C
 : 0.1	x	x	-7	x	x	4	1.8
Cc1snc(SCC(=O)c2ccc([N+](=O)[O-])cc2)c1C#N
 : 0.0	-12	-2	x	-7	3	x	-2.3
CCN(CC)C(=O)CSc1nnc(CSc2ncccn2)n1C
 : 0.0	-3	-1	-8	-10	-4	13	0.8
CCOc1ccc(CCNC(=O)CS(=O)Cc2nc(-c3ccc(C)cc3)oc2C)cc1OCC (stereo unspecified)
 : 0.0	-4	-3	-5	-1	5	6	0.0
COc1ccc(-n2c(SCC(=O)N(C)c3ccccc3)nc3c([nH]c4ccccc43)c2=O)cc1OC
 : -0.1	-2	0	1	2	0	x	-0.3
CC1OC(C(C)(C)C)Cc2[nH][nH]c(=O)c21 (stereo unspecified)
 : 0.2	3	-2	x	-4	-2	x	-0.1
COC(=O)CCC/C=C1\SC[C@@H](NC(=O)c2ccccc2)C1NC(C)=O (stereo partly specified)
 : 0.1	9	-4	x	-3	-5	x	3.1
N/C(=N\OC(=O)/C=C/c1ccccc1)c1ccccn1
 : 0.0	-9	1	-5	-8	-1	-59	x
CC1CCCN(S(=O)(=O)c2ccc(NC(=O)Cn3nnc(-c4ccccc4F)n3)cc2)C1 (stereo unspecified)
 : x	0	-5	11	-12	8	7	x
CC1CCCC(NC(=S)NC(=O)c2ccccc2Br)C1C (stereo unspecified)
 : 0.1	x	x	6	x	x	3	0.4
COC(=O)C[C@@H]1CC[C@@H]2[C@@H](COc3ccc(NC(=O)c4ccccc4)cc3C(=O)N2C)O1
 : 0.0	-2	-3	-4	11	0	5	0.0
O=C(CSc1ccc(S(=O)(=O)N2CCOCC2)cn1)Nc1ccc(F)c(F)c1
 : 0.1	1	0	-8	-21	1	-27	3.1

Entries shown so far with a cyano group:
Every second line gives: Xi reactivation	S100A4 MyoIIA	ERAP1 HTS inh	RAD54 branch	RAD52 anneal inh	ERp5 block	esBAF inh	E-sel inducer
Cc1cc(C)nc(N(C#N)Cc2cccc(Cl)c2)n1
 : -0.1	1	5	x	-7	-13	x	x
Cc1snc(SCC(=O)c2ccc([N+](=O)[O-])cc2)c1C#N
 : 0.0	-12	-2	x	-7	3	x	-2.3

Remaining list, next part
Every second line gives: Xi reactivation	S100A4 MyoIIA	ERAP1 HTS inh	RAD54 branch	RAD52 anneal inh	ERp5 block	esBAF inh	E-sel inducer
O=C(COC(=O)c1ccc(Cl)nc1)Nc1ccc(Cl)cc1
 : 0.0	12	-1	-1	-12	2	-7	0.1
C[C@H]1CN([C@@H](C)CO)C(=O)c2cc(N(C)C)ccc2O[C@@H]1CN(C)C(=O)Nc1ccc(C(F)(F)F)cc1
 : -0.7	2	1	7	1	3	-3	0.1
C/C(=N\NC(=O)c1c[nH]c2ccccc12)c1ccc(C)s1
 : -0.1	-1	-4	7	-8	-7	x	0.0
O=C(c1cc(Br)ccc1Cl)N1CCN(c2ccccn2)CC1
 : 0.1	-3	-1	1	-9	2	-2	x
CCNC(=O)[C@H]1[C@H](CO)[C@H]2Cn3c(cccc3=O)[C@H]2N1Cc1cccc(F)c1
 : 0.3	5	0	6	-3	-3	5	-0.2
COc1cc(CN2CCCCCC2)cc(OC)c1O
 : 0.0	3	5	-12	-6	1	-4	2.6
CCOc1ccc(CN(C)CC(=O)NCc2ccccc2)cc1
 : -0.2	0	-3	x	-13	-2	-4	-0.2
CC=Cc1ccc2n(c1=O)C[C@@H]1[C@@H](CO)[C@H](C(=O)NCC3CC3)[C@H]2N1S(=O)(=O)c1cn(C)cn1 (mixture of isomers)
 : 0.1	6	0	-8	-4	2	-1	-0.2
COc1cccc(CNC(=O)C[C@@H]2C=C[C@@H](NC(C)=O)[C@H](CO)O2)c1
 : -0.3	-26	0	2	0	-1	0	-0.7
O=C(O)[C@@H]1[C@@H](CO)[C@@H]2Cn3c(ccc(C4=CCCCC4)c3=O)[C@@H]2N1Cc1ccccc1F
 : 0.2	-3	-3	8	-29	-4	-9	0.6
CCN1CCN(c2ncnc3scc(-c4ccc(OC)cc4)c23)CC1
 : 0.0	13	4	5	23	0	-3	x
O=[N+]([O-])c1cc2c(cc1Br)-c1ccccc1C2
 : 0.1	0	-3	-3	-150	2	18	-1.3
O=[N+]([O-])c1ccc(-c2nc(Nc3ccc(O)cc3)c3ccccc3n2)cc1
 : 0.0	-6	-1	-7	-16	3	10	0.4
COc1ccc(N2CCN(c3ccc(NC(=O)/C=C\C(=O)O)cc3)CC2)cc1
 : 0.0	3	6	5	-24	2	-5	x
CCN(CC(=O)NCc1ccc(Cl)cc1)C(=O)COc1cccc(Cl)c1
 : 0.1	-5	0	2	0	3	-1	x
Cc1oc(-c2cccs2)nc1CS(=O)CC(=O)NC1CCCCCC1 (stereo unspecified)
 : 0.1	-3	6	-13	-25	2	-1	-0.4
O=C(O)CN1CCCCCC1=O
 : 0.3	34	-1	-12	-9	6	-3	3.3
Cc1ccccc1-c1csc(C(O)(c2ccccc2)C(F)(F)F)n1 (stereo unspecified)
 : 0.0	1	2	-9	-6	-4	1	1.2
CCCNC(=O)Nc1ccc2c(c1)OC[C@@H](C)N(Cc1ccccn1)C[C@@H](C)[C@@H](OC)CN(C)C2=O
 : 0.0	-1	-1	6	-11	-4	-1	-0.1
CCCCn1nc(C(=O)N(C)CC(=O)Nc2ccc(F)c(F)c2F)ccc1=O
 : -0.1	-2	-5	0	-14	-5	-1	x
COc1ccc(-c2noc3c2-c2nc(-c4ccccc4Cl)sc2CC3)cc1
 : 0.1	x	x	-5	x	x	1	0.1
Cc1ccsc1C(=O)OCC(=O)NC1CCS(=O)(=O)C1 (stereo unspecified)
 : 0.3	2	2	x	-2	4	x	3.3
Cc1nc(SCC(N)=O)[nH]c(=O)c1CCC(C)C
 : x	1	0	-6	-4	-4	-9	x
Cc1cccn2c(=O)c3cc(C(=O)NC4CCCCC4)c(=N)n(CCN4CCOCC4)c3nc12
 : 0.1	8	x	x	29	0	x	-1.6
O=C(Nc1ccnn1C1CCN(C2CCCC2)CC1)c1ccccc1
 : 0.1	-5	-3	0	-28	-4	x	2.5
O=C(C[C@H]1C[C@H]2c3cc(NC(=O)NC4CCCC4)ccc3O[C@H]2[C@H](CO)O1)NCCN1CCCCC1
 : 0.1	-2	-2	0	-11	5	3	-0.3
O=C(CSc1nnc(-c2ccncc2)o1)c1ccc2c(c1)OCCO2
 : 0.2	4	11	x	-17	7	x	x
O=C(CCNC(=O)c1ccc([N+](=O)[O-])cc1)NC1CCCCCC1
 : 0.1	-4	0	4	-9	-2	10	x
COc1ccc(C2=CN(Cc3ccccc3)C(c3ccccc3)CC2=O)cc1 (stereo unspecified)
 : 0.0	-2	5	10	-8	2	19	-0.2
CC(C)(C)OC(=O)N1CCC[C@H]1C(=O)N/N=C/c1ccc2ncccc2c1
 : 0.0	-1	0	x	-4	2	x	-0.1
O=c1cc(C=NNc2ccc([N+](=O)[O-])cc2)[nH]c(=O)[nH]1
 : 0.2	-1	-1	-6	2	3	6	0.5
O=C(c1ccc(Cl)c(S(=O)(=O)N2CCCC2)c1)N1CCN(c2ccccc2F)CC1
 : 0.0	0	-1	x	1	-2	x	7.0
COc1ccc(NC(=O)N(C)C[C@@H]2Oc3ccc(NS(=O)(=O)c4ccc(OC)cc4)cc3CC(=O)N([C@@H](C)CO)C[C@@H]2C)cc1
 : 0.1	-7	3	11	-9	1	-3	0.5
COCOc1ccc(C2CC(=O)c3c(OCOC)cc(OCOC)cc3O2)cc1 (stereo unspecified)
 : x	-12	-3	-4	-5	-3	4	x
COc1ccc(S(=O)(=O)Nc2ccc3c(c2)C(=O)N([C@H](C)CO)C[C@@H](C)[C@@H](CN(C)S(=O)(=O)c2ccc(F)cc2)O3)cc1
 : -0.1	-1	1	-2	-1	-7	-2	0.2
Cc1cc(=O)n2[nH]c(-c3cccnc3)nc2n1
 : x	-2	-1	x	7	1	x	x
O=C(NCCOC(=O)c1ccc([N+](=O)[O-])cc1)c1cccnc1
 : 0.0	2	1	x	-6	-3	3	x
Cc1ccc(C(=O)CC(c2cccs2)S(=O)(=O)c2ccc(C)cc2)cc1 (stereo unspecified)
 : 0.0	0	-2	x	-23	5	x	0.5
